WRN helicase inh: qHTS for Inhibitors of WRN Helicase. Bifunctional 3'-5' exonuclease/ATP-dependent helicase WRN (Homo sapiens), Q14191. WRN helicase unwinding, fluorescent forked duplex, kinetic. Potency, µM (top dose mostly 114 µM), for inactives: at the highest dose activity change, negative = inhibition, hits mostly inhibitors. 360,000 tested, 0.46% active; note: potency is the fitted concentration of half-maximal effect; % is set by controls: 0 for no effect and ±100 for the full control effect; nearly all actives have a fitted effect of over 55% in size
Target sequence (Q14191 whole entry, looked up): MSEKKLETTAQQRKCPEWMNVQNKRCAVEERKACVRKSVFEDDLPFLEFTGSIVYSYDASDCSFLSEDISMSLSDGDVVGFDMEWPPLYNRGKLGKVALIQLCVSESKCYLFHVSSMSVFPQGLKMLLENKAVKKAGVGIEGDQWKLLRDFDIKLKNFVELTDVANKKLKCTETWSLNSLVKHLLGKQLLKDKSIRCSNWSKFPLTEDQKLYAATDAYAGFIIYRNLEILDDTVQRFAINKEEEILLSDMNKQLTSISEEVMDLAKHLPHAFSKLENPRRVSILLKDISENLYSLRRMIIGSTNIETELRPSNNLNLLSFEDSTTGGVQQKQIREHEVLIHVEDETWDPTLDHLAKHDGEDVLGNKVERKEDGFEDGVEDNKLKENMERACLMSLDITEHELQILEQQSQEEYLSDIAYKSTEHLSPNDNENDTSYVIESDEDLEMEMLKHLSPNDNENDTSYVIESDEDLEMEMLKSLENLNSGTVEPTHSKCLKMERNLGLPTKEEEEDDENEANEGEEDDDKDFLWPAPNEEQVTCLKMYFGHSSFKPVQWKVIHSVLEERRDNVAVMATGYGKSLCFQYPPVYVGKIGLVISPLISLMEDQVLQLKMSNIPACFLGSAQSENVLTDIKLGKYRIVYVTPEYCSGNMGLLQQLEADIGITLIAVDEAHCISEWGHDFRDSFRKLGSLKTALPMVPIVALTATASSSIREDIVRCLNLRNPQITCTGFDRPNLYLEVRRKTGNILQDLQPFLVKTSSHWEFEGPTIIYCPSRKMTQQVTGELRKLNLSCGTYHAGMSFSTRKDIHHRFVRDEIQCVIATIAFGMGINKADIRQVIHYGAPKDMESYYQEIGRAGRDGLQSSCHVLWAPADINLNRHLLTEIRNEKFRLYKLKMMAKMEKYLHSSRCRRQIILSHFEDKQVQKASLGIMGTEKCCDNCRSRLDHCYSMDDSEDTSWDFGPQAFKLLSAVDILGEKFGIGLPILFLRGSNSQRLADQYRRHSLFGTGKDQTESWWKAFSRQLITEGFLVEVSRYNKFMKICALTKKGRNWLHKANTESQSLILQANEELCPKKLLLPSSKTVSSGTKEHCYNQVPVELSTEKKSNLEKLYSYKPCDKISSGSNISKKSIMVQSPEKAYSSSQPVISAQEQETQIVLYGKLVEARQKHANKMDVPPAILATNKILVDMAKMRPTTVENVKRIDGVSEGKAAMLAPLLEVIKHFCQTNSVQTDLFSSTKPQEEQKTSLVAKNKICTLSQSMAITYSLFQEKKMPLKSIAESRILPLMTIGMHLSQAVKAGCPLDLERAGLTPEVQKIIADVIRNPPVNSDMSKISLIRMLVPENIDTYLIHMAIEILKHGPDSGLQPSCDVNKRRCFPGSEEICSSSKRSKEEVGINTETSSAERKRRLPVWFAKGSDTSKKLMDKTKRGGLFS
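Kinetic red-fluorescence monitoring (525/598 nm) tracks WRN helicase activity after 100 nM fluorophore-quencher forked duplex and 2 mM ATP are added to 20 nM enzyme pretreated 15 min at room temperature with compound.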
IL1B secr inh: qHTS for Inhibitors of Inflammasome Signaling: IL-1-beta AlphaLISA Primary Screen; THP-1 LPS/ATP IL-1B secretion, AlphaLISA, 16 h; hits give low values; activity change, % at 57.5 µM; 360,000 tested, 4.7% active; in the data active = activity change below about -50%; inconclusive = mostly about -30% to -49%; note: % is set by controls: 0 for no effect and ±100 for the full control effect
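Secreted IL-1B measured by AlphaLISA bead assay after 16 h compound exposure of THP-1 cells; compounds (final up to 57.5 uM) added 1 h before LPS (250 ng/mL) and ATP (1.25 mM) stimulation; lower signal means less secretion.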
ATXN2 expr inh: Primary qHTS for Inhibitors of ATXN expression; 360,000 tested, 0.72% active; HEK-293 ATXN2-luciferase reporter, luminescence, 24 h; Potency, µM (top dose mostly 57 µM), for inactives: top-dose activity change, negative = inhibition, most hits filed as inhibitors; note: potency is the fitted concentration of half-maximal effect; % is set by controls: 0 for no effect and ±100 for the full control effect; nearly all actives have a fitted effect of over 55% in size
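qHTS (up to 57 uM final) was run with 24 h compound exposure of reporter cells at 37 °C. Each well was multiplexed: SteadyGlo luminescence measured ATXN2-luciferase expression after a fluorogenic Gly-Phe-AFC viability readout (25 uM final).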
HT1080-NT tox: qHTS for induction of synthetic lethality in tumor cells producing 2HG: qHTS for the HT-1080-NT fibrosarcoma cell line; HT-1080-NT fibrosarcoma viability, CellTiter-Glo ATP luminescence, 48 h; Potency, µM (titrated, usually from 46.1 µM), for the others: at the highest dose activity, negative = less viability, actives largely listed as cytotoxic; 360,000 tested, 1.6% active; AID 686970, 2013;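 note: NT is the 2HG producing partner of a matched IDH1 knockdown line; potency is the fitted concentration of half-maximal effect; 0% = DMSO-treated cells and -100% = media-only wells without cells; nearly all actives have a fitted effect of over 55% in size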
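A 48-hour cytotoxicity screen used HT-1080-NT cells plated 2 hours before compound delivery. ATP-based CellTiter-Glo luminescence measured viability, normalized to DMSO and no-cell controls.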
MCF10A rerep: A quantitative high throughput screen for small molecules that induce DNA re-replication in MCF 10a normal breast cells; MCF 10A DNA re-replication, Hoechst nuclear intensity, 48 h; Potency, µM (titrated, usually from 46.1 µM), for inactives: at the highest dose activity, positive = re-replication, most hits filed as activators; 350,000 tested, 2.9% active; note: potency is the fitted concentration of half-maximal effect; % of control where 0% means no effect; nearly all actives have a fitted effect of over 50% in size
KB-3-1 cytotox: qHTS assay for MDR1-selective chemotherapeutics: Primary screen using the parental adenocarcinoma cell KB-3-1; KB-3-1 viability, CellTiter-Glo ATP luminescence, 72 h; Potency, µM (titrated, usually from 46.1 µM), without a hit: top-dose activity change, negative = cytotoxic, actives largely listed as cytotoxic; 400,000 tested, 1.4% active; note: potency is the fitted concentration of half-maximal effect; % is set by controls: 0 for no effect and ±100 for the full control effect; nearly all actives have a fitted effect of over 60% in size
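Luminescent ATP read-out (CellTiter-Glo) measures survival of drug-naive KB-3-1 cells after 72 h compound exposure at 37 °C. Titration series was screened from lowest to highest concentration, with DMSO vehicle plates as background controls.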
SW480 rereplic: A quantitative high throughput screen for small molecules that induce DNA re-replication in SW480 colon adenocarcinoma cells | Potency, µM (doses to about 46.1 µM), inactives show top-dose re-replication activation, most hits filed as activators | SW480 DNA re-replication, Hoechst DNA content imaging, 48 h | 340,000 tested, 1.8% active; note: potency is the fitted concentration of half-maximal effect; % of control where 0% means no effect; nearly all actives have a fitted effect of over 55% in size
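Readout is total intensity of Hoechst-stained nuclei, excited at 405 nm and collected at 500-530 nm. Compound treatment lasted 48 hr at 37 C in 5% CO2 before staining.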
KB-V1 cytotox: qHTS assay for MDR1-selective chemotherapeutics: Primary screen using the drug-selected MDR subline cells KB-V1; KB-V1 MDR cells viability, CellTiter-Glo, 72 h; Potency, µM (titrated, usually from 46.1 µM), inactives show at the highest dose activity change, negative = cytotoxicity, actives largely listed as cytotoxic; 400,000 tested, 3.4% active; note: potency is the fitted concentration of half-maximal effect; % is set by controls: 0 for no effect and ±100 for the full control effect; nearly all actives have a fitted effect of over 60% in size
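Drug-selected KB-V1 cells, grown in DMEM lacking phenol red with 10% FBS, receive compound titrations; after three days at 37 degrees C, surviving cell ATP is quantified by CellTiter-Glo luminescence and responses normalized and curve-fitted.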
HT1080 IDH1KD tx: qHTS for induction of synthetic lethality in tumor cells producing 2HG: qHTS for the HT-1080-IDH1KD cell line. HT-1080 IDH1 knockdown viability, ATP luminescence, 48 h. 360,000 tested, 2% active. Potency, µM (top dose mostly 46.1 µM), without a hit: top-dose activity, negative = toxicity, most hits filed as cytotoxic;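 note: potency is the fitted concentration of half-maximal effect; 0% = DMSO wells and -100% = cell-free medium wells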
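Viability of IDH1-knockdown HT-1080 fibrosarcoma cells was assessed by CellTiter-Glo after 48 h at 37 °C with titrated compound; concentration-effect curves were classified by fit quality and response size.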
* marks the source's active call; other numbers are inactive results; ? = inconclusive; · = not tested or not shown; [ ] = another dose, or the depositor's remark. Unless noted, calls come from the whole dose curve; as a rule, active = well fitted curve in the direction sought with a large enough effect; inconclusive = small, poorly fitted or top-dose-only effect, or another doubt; inactive = no such curve, though single readings can be large; an effect the other way counts as inactive or inconclusive. Compounds were not picked by outcome (roughly 12% active in at least one column).

SMILES | WRN helicase inh | IL1B secr inh | ATXN2 expr inh | HT1080-NT tox | MCF10A rerep | KB-3-1 cytotox | SW480 rereplic | KB-V1 cytotox | HT1080 IDH1KD tx
O=[N+]([O-])c1cccc(-c2ccc(/C=N/Nc3nc(N4CCCCC4)nc(N4CCCCC4)n3)o2)c1 | 0% | -14 | ? | 1% | -14% | ? | 2% | ? | -1%
Cc1ccc(NC(=O)CSc2ncccn2)cc1S(=O)(=O)N1CCCCC1 | 0% | -8 | -8% | 2% | 0% | -5% | 4% | ? | 0%
Cc1ccc(SCCC(=O)N(C)CC(=O)Nc2c(C)cccc2C)cc1 | -29% | 1 | 3% | 0% | 4% | · | -2% | · | -2%
Cc1nc2c(C#N)c(-c3ccc(Cl)cc3)ccn2n1 | -9% | -4 | 1% | 4% | 4% | ? | -7% | ? | 7%
COc1ccc(CCNC2CC(=O)N(C3CCCCC3)C2=O)cc1OC (centres undefined) | 0% | 9 | -13% | 14% | -1% | -9% | -1% | -18% | 8%
O=c1ccsn1Cc1ccccc1 | 50µM* | -101* | 12% | ? | ? | -23% | 18µM* | -27% | 23µM*
CCOC(=O)C1=C(C)N=c2s/c(=C/c3ccccc3)c(=O)n2C1c1ccc(OC)c(OC)c1 (centres undefined) | 15% | -10 | -19% | 7% | 2% | -8% | -1% | ? | 15%
COc1ccc(OCC(=O)N2CCCC(CO)(CCOc3ccccc3)C2)cc1 (centres undefined) | -5% | 6 | -18% | 0% | 9% | -11% | 18% | ? | -4%
NC(=O)C1CCN(C(=O)c2ccc3c(=O)n(Cc4cccc(Br)c4)c(=S)[nH]c3c2)CC1 | -5% | -11 | -23% | -5% | 10% | -9% | -5% | 8% | -18%
Cc1sc(NC(=O)c2ccccc2)c(C(=O)NC(C)C)c1C | -1% | -3 | 0% | 0% | -8% | -10% | 5% | 6% | -7%
C[C@H](c1ccccc1)N1C[C@H](COCc2ccccc2)Oc2cc(N3CCC[C@H]3CO)ccc2S1(=O)=O | -7% | 20 | 0% | -14% | · | -21% | · | 2% | -16%
COc1ccc(N2CCN(S(=O)(=O)c3ccc4oc(=O)ccc4c3)CC2)cc1 | -24% | 16 | -9% | 13% | 15% | ? | -3% | 7% | 13%
CCN(Cc1nc2ccccc2c(=O)[nH]1)C(=O)c1cccc(S(=O)(=O)N2CCc3ccccc32)c1 | 3% | 19 | -30% | -13% | 9% | -16% | -3% | -6% | -19%
Cc1ccc(S(=O)(=O)CNC(=S)c2cccc(Cl)c2)cc1 | -31% | -9 | ? | 5% | 6% | 26% | 6% | 0% | -29%
O=c1[nH][nH]cc1C=Nc1ccc(Cl)cc1 | -5% | 0 | · | ? | -1% | -4% | ? | -2% | -5%
CC1CCc2[nH]c3ccc(C(=O)NCCCOC(C)C)cc3c2C1 (centres undefined) | 2% | ? | -22% | 3% | ? | -11% | 3% | -19% | -2%
O=C(NC(=S)Nc1nc(-c2ccc([N+](=O)[O-])cc2)cs1)c1ccco1 | -24% | 19 | 17% | 8% | 3% | 25% | 0% | -2% | 12%
O=c1cc(O)n(C2CCCCCC2)c(=O)[nH]1 | 0% | 9 | -1% | 10% | 3% | -16% | -4% | ? | 16%
CCOC(=O)C1CCCN(C(=O)C2CCN(S(=O)(=O)c3cnc[nH]3)CC2)C1 (centres undefined) | -2% | 20 | 4% | 10% | 7% | -1% | 1% | 33% | 4%
COc1ccc2nc(SC(C)C(=O)NC3(C#N)CCCCC3)[nH]c2c1 (centres undefined) | -2% | 1 | -23% | -1% | 7% | 5% | 23% | ? | 1%
O=C(N/N=C/c1cccnc1)c1ccc2c(c1)OCCO2 | 7% | 51 | 1% | 3% | -1% | 13% | -4% | 0% | 0%
CC1(C)CCc2nc(SCc3ccccc3)c(C#N)cc2C1 | 1% | 7 | 22% | 13% | ? | -15% | 0% | ? | 6%
Cc1ccc(S(=O)(=O)N2CCCCC2)cc1NC(=O)COC(=O)Cc1cccc2ccccc12 | -4% | 35 | 13% | -1% | 7% | 7% | 1% | 0% | 0%
Cc1ccc(NC(=O)c2ccc3c(c2)NC(=O)CS3)nc1 | -27% | 16 | 0% | 10% | 14% | -3% | -10% | 15% | 1%
CC(C)c1ccc2nc(SCC(=O)NCC3CCCO3)c(C#N)cc2c1 (centres undefined) | -9% | 22 | 63%[activator] | 4% | -12% | -1% | -23% | -13% | -15%
CSc1ccc(/C=C(\C#N)C(=O)NC2CCCCC2)cc1 | 6% | -5 | 3% | 3% | 11% | -2% | -2% | -5% | 5%
C/C(CCC1CC(C)OC1=O)=N\NC(N)=S (centres undefined) | 0% | ? | -29% | -20% | 12% | -15% | ? | 14% | -14%
O=C(COC(=O)Cc1ccc(F)cc1)NCc1ccco1 | 4%[11.6 µM] | 11 | · | 2% | 3% | 3% | 12µM* | 20% | 8%
COc1ccc(COc2cccnc2N)cc1 | 2% | -1 | 14% | 0% | 3% | 0% | -9% | -22% | -4%
NS(=O)(=O)c1cc(C(=O)OCC(=O)NC2CCCCCCC2)ccc1Cl | 0% | 34 | 2% | 14% | 1% | 1% | -1% | ? | 19%

Among those listed so far, 2 contain a nitro group on carbon:
SMILES | WRN helicase inh | IL1B secr inh | ATXN2 expr inh | HT1080-NT tox | MCF10A rerep | KB-3-1 cytotox | SW480 rereplic | KB-V1 cytotox | HT1080 IDH1KD tx
O=[N+]([O-])c1cccc(-c2ccc(/C=N/Nc3nc(N4CCCCC4)nc(N4CCCCC4)n3)o2)c1 | 0% | -14 | ? | 1% | -14% | ? | 2% | ? | -1%
O=C(NC(=S)Nc1nc(-c2ccc([N+](=O)[O-])cc2)cs1)c1ccco1 | -24% | 19 | 17% | 8% | 3% | 25% | 0% | -2% | 12%

Next entries follow.
SMILES | WRN helicase inh | IL1B secr inh | ATXN2 expr inh | HT1080-NT tox | MCF10A rerep | KB-3-1 cytotox | SW480 rereplic | KB-V1 cytotox | HT1080 IDH1KD tx
COc1ccc(S(=O)(=O)Nc2cccc3c2O[C@H](CN(C)Cc2ccc(Oc4ccccc4)cc2)[C@@H](C)CN([C@H](C)CO)C3=O)cc1 | -3% | -29 | ? | -11% | -16% | ? | 3% | -1% | -25%
Cc1ccc(-n2nc3ccc(N)cc3n2)cc1Cl | 7% | 17 | 8% | -6% | ? | 2% | 26% | 0% | -5%
Cc1nn(C)c(C)c1S(=O)(=O)Nc1ccc2c(c1)OCO2 | -1% | -22 | 13% | 4% | -7% | 10% | -3% | 13% | 3%
CS(=O)(=O)c1ccc(Cl)c(NC(=O)Cc2ccsc2)c1 | 2% | -9 | 6% | -16% | 0% | 4% | 6% | -14% | 0%
CC(C)Cn1nc(NC(=O)c2ccco2)c2cc3ccccc3nc21 | -5% | 40 | 0% | -5% | ? | ? | 16µM* | ? | 15%
COc1ccc2cc(C(=O)C3CCCN(C(=O)c4cnn(C(C)C)c4)C3)ccc2c1 (centres undefined) | 8% | 14 | 2% | 2% | 4% | 0% | 7% | ? | -2%
NC(CSCc1ccccc1)C(=O)Nc1ccc([N+](=O)[O-])cc1 (centres undefined) | -2% | 14 | -6% | 0% | · | 0% | · | 3% | 0%
CCc1cc(=O)[nH]c(SCC(=O)Nc2cc(C)on2)n1 | 7% | 22 | 3% | -9% | 1% | 12% | -112%[inhibitor] | 3% | -2%
O=C(COc1ccc(/C=N/NC(=O)CSCc2ccc([N+](=O)[O-])cc2)cc1)NCc1ccco1 | -7% | -2 | -6% | -16% | ? | -4% | -2% | 3% | -4%
Cc1csc(=O)n1CC(=O)OCC(=O)NC(C)c1ccc(F)cc1 (centres undefined) | -5% | 0 | 6% | 13% | 6% | 16% | -3% | 14% | 9%
CC(C)(C)S(=O)(=O)N1C[C@H]2C(=CC[C@@H]3C(=O)N(c4ccccc4)C(=O)[C@@H]32)[C@H]1CCO | -3% | 22 | 6% | 7% | 7% | 0% | 0% | 0% | 8%
Oc1ccccc1/C=N/Nc1ccccc1 | -7% | 24 | 44%[activator] | ? | ? | 2% | 3% | 4% | 9.2µM*
Cn1c(=NC(=O)CSCC(=O)N2CCOCC2)sc2ccccc21 | 2%[57.1 µM] | -14 | 3% | 18% | -8% | 13% | 7% | ? | 16%
Cc1nc(SCc2ccc(C#N)cc2)n[nH]1 | 5% | 6 | · | 1% | 16% | 6% | -10% | -3% | 4%
CCCCn1c(SCC(=O)Nc2cc(C)[nH]n2)nc2ccsc2c1=O | 1% | -1 | -7% | 6% | 23% | -4% | -5% | -12% | -19%
COc1ccc(OC)c(NC(=O)Cn2c(CCC(=O)O)ccc2-c2cccs2)c1 | -3% | 29 | 8% | 0% | 2% | 9% | 0% | -7% | 0%[9.24 µM]
Cc1cc(F)ccc1-c1cc(C(=O)NCc2cccc(C(F)(F)F)c2)[nH]n1 | -10% | ? | 0% | ? | · | 0% | · | 4% | ?
CC(C)N(C(=O)Cn1cc(SCC(=O)NCc2ccco2)c2ccccc21)C(C)C | 3% | -6 | -4% | 0% | 0% | 3% | -1% | ? | 5%
CCOc1ccc(NC(=O)CN(Cc2ccccc2)S(C)(=O)=O)cc1 | -6%[57.1 µM] | 5 | 0% | 6% | -1% | 13% | 3% | 11% | 3%
CCCCOC(=O)c1ccc(-c2ccc(/C=N/NC(=S)NCC)o2)cc1 | -5% | 18 | 11% | 2.8µM* | ? | 9% | ? | 2% | -23%
Cc1cccc(C)c1NC(=O)CC(NCCc1ccccc1)C(=O)O (centres undefined) | 8% | 19 | -8% | -3% | 1% | 5% | -5% | -1% | 5%
